14-3-3 PPI: modulators of human 14-3-3 gamma - Raf peptide interaction; P61981; FP, 14-3-3gamma / TMR-pS259-Raf peptide binding; inhibition, % at 40 µM; actives 0.19% (n = 160,000); in the data active means inhibition above about 30%;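 further: 0% = protein plus tracer without compound and 100% = blank with tracer alone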
Target sequence (P61981 whole entry, looked up): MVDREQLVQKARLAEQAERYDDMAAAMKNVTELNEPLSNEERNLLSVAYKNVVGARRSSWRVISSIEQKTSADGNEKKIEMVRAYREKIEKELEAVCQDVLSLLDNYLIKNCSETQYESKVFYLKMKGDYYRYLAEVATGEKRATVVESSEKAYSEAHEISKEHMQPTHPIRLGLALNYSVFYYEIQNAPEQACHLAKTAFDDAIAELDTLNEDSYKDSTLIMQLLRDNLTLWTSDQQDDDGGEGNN
* = called active by the depositor; & = joins results of further samples.

SMILES	14-3-3 PPI
Cc1cn(C2CC(OC(=O)C(C)C)C(CO)O2)c(=O)[nH]c1=O (stereo not drawn)	6
COc1ccc(S(=O)(=O)N(C(C)=O)c2ccc3oc(C)c(C(C)=O)c3c2)cc1	1
COCCCNC(=O)CN(c1cccc(Cl)c1C)S(C)(=O)=O	3
COCCN1C(=O)c2ccccc2C(C(=O)N2CCC(C)CC2)C1c1cn(C)c2ccccc12 (stereo not drawn)	1
O=C(c1cccc(OCc2ccccc2)c1)N1CCN(c2ccc([N+](=O)[O-])cc2)CC1	1
Cc1nnc(NC(=O)CN2C(=O)c3ccccc3S2(=O)=O)s1	3
CCn1c(SCC(=O)c2ccccc2)nnc1-c1cnccn1	-13
Clc1ccc(OCCSc2nc3ccccc3[nH]2)cc1	-1
CC(C)CCNC(=O)c1ccc2c(c1)NC(=O)C(N1CCCCC1)S2 (stereo not drawn)	-6
COc1ccc(C2(c3ccc(OC(C)=O)cc3OC(C)=O)CC(c3ccccc3)NC(=S)N2)cc1 (stereo not drawn)	-3
N#CC1(C#N)C(c2ccc(Cl)cc2)C(C(=O)c2ccccc2)N2c3ccccc3C=CC21 (stereo not drawn)	-175
CCOc1cc(-c2nc(-c3ccc(C)cc3)no2)cc(OCC)c1OCC	1
CC1=C(C(=O)OCc2ccccc2)C(c2ccc(C)cc2)N2C(=O)CCSC2=N1 (stereo not drawn)	-7
CCc1ccccc1N(CC(=O)O)S(C)(=O)=O	-5
CCOC(=O)C1C(c2ccc(Cl)cc2)NC(=O)NC1(O)C(F)(F)F (stereo not drawn)	3
CC1CCCN(c2cc(Nc3ccc4c(c3)OCO4)c3c4c(onc24)-c2ccccc2C3=O)C1 (stereo not drawn)	-128
CC1(CC(=O)c2ccc([N+](=O)[O-])cc2)C(=O)OC(c2ccc(Br)cc2)C(C)(C)C1=O (stereo not drawn)	1
O=C(CSc1nnc(NC(=O)c2ccccc2)s1)Nc1ccc(Br)cc1	-4
C=CCn1c(=S)[nH]c2cc(C(=O)N3CCN(c4ccccc4)CC3)ccc2c1=O	-1
CC(=O)c1cccc(NC(=O)c2ccc(N3CC4CC(C3)c3cccc(=O)n3C4)c(NC(=O)c3ccc(C(C)(C)C)cc3)c2)c1 (stereo not drawn)	1
Cc1ccc2[nH]c3c(c2c1)CN(C(=O)CN1CCCc2ccccc21)CC3	-5
c1ccc(-c2noc(-c3ccncc3)n2)nc1	-3
CC(=O)Oc1ccc(C2Nc3ccccc3S(=O)(=O)N2Cc2ccccc2)cc1 (stereo not drawn)	-1
Cc1ccc(CSC2=Nc3ccccc3C3=NC(CC(=O)NCc4ccc(F)cc4)C(=O)N23)cc1 (stereo not drawn)	-40
O=C(NS(=O)(=O)c1ccc2c(c1)C(=O)c1cc(S(=O)(=O)NC(=O)c3ccccc3)ccc1-2)c1ccccc1	-30
SMILES	14-3-3 PPI
Cc1ccc(S(=O)(=O)N(CC(=O)N2CCN(C(c3ccccc3)c3ccccc3)CC2)C2CCCCC2)cc1	10
Cc1cc(C)cc(OCC(=O)NCCc2ccccc2)c1	5
COc1ccc(C(=O)Nc2cccc3c(NC(=O)c4ccc(OC)cc4)cccc23)cc1	-9
Cc1nc2c(ccc3nc(NC(=O)c4ccc5c(c4)OCCO5)sc32)s1	-26
Brc1ccc(-c2nc(-c3cccnc3)no2)o1	-5&-9
COc1ccc(NC(=O)c2cc(-c3ccco3)on2)c(OC)c1	-164
CCCC1(C(=O)OC)NC(c2ccco2)C2C(=O)N(c3ccc(C)cc3)C(=O)C21 (stereo not drawn)	4
Cc1ccc(S(=O)(=O)N2CCCCC2)cc1C(=O)c1nccn1C	-5
COc1ccc(NC(=O)C2CC(=O)N(C)C(=Nc3ccc(F)cc3)S2)cc1 (stereo not drawn)	-2
Cc1ccnc(NS(=O)(=O)c2ccc(NC(=O)COc3ccccc3)cc2)n1	1
CCCOc1ccc(C(=O)Nc2sc3c(c2C#N)CC(C)(C)OC3)cc1	-24
Cc1onc(-c2ccccc2Cl)c1C(=O)Nc1ccc(F)c([N+](=O)[O-])c1	-23
O=C1c2ccccc2NC(c2ccc(Cl)cc2)N1Cc1ccccc1 (stereo not drawn)	-2
CCCOC(=O)c1ccc2c(c1)C(=O)N(c1ccc(C)cc1)C2=O	7
CC1CCCCC1NC(=O)c1ccc(CS(=O)(=O)Cc2ccc(Cl)cc2)o1 (stereo not drawn)	-6
Cc1cccc(C)c1NC(=O)CCS(=O)(=O)c1ccc(Br)s1	-5
Cc1cccc2sc(NC(=O)CN(C)S(=O)(=O)c3cccs3)nc12	-4&-7
O=C(O)c1ccc2c(c1)C(=O)N(c1ccccc1C(=O)O)C2=O	-3
O=C1OC(C(=O)Nc2ccccc2Cl)Cc2ccccc21 (stereo not drawn)	-8
Cc1ccc(CSCc2ccc(C(=O)NCCc3ccccc3)o2)cc1	-8
CN(C)c1ccc(-c2n(C)c3ccccc3[n+]2C)cc1	-17
COc1ccc(N2CCN(C(=O)Cn3c(=O)[nH]c4ccsc4c3=O)CC2)cc1	3
CCc1ccc(-n2c(=O)c3c4c(sc3n(CC(=O)N3CCC(C)CC3)c2=O)CCC4)cc1	-15
CCOC(=O)c1ccccc1NC(=O)c1ccc(CN2CCc3ccccc3C2)cc1	2
O=c1nc(N2CCOCC2)ccn1Cc1ccc(Br)cc1	-7
SMILES	14-3-3 PPI
CCCc1cc(=O)[nH]c(SCc2ccc(C#N)cc2)n1	6
Cc1nc(N2CCC(C)CC2)c2c(C)c(C(=O)Nc3ccc(C)c(F)c3)sc2n1	3
Cc1ccc(-n2c(C)nc3c(cnn3-c3ccccc3Cl)c2=O)cc1	6
COCCn1c(SCC(=O)N2CCCc3ccccc32)nnc1-c1ccco1	5
Cc1ccc(C2CC(=O)CC(c3ccccc3)S2)cc1 (stereo not drawn)	-16
CCCCOCCOC(=O)c1cc(-c2ccccc2)nc2ccc(C)cc12	2
O=C(CC1Sc2ccccc2NC1=O)Nc1ccccc1NC(=O)CC1Sc2ccccc2NC1=O (stereo not drawn)	1
Cc1ccc(C2C=C(c3ccc(I)cc3)Nc3nnnn32)cc1 (stereo not drawn)	6
COc1ccc(C)cc1NC(=O)Cn1cnc2sc(C)cc2c1=O	-15
Cc1ccc(-n2nc3c(c2NC(=O)c2cccc(Br)c2)CSC3)c(C)c1	8
Cn1c(NC(=O)Cc2ccc(F)cc2)cc(=O)n(C)c1=O	-1
O=C(CCn1c(=O)sc2ccccc21)NCc1cccs1	-7
COc1cc(C(=O)NCc2ccccn2)c([N+](=O)[O-])cc1OC	8
Cc1ccc(-c2noc(CCC(=O)N3CCN(c4ccccn4)CC3)n2)cc1	5
CCc1c(C)nc(SC)n(CC#N)c1=O	-3
O=C(Cc1coc2cc3c(cc12)CCC3)OCc1cc(=O)n2c(n1)sc1ccccc12	-14
COc1ccc(-c2cc(-n3c(C(F)(F)F)nc4ccccc43)n(CCC#N)n2)cc1	-5
COc1ccc(NC(=O)Cn2c(=O)n(CCc3ccccc3)c(=O)c3ccccc32)cc1	-18
Nc1c(C(=O)NCc2ccco2)sc2nc3c(cc12)C(=O)CCC3	-6
COCCN1C(=O)N(c2cccc(C)c2)C(=O)C1CC(=O)Nc1ccc(F)cc1 (stereo not drawn)	3
OC(COc1ccc2oc3c(c2c1)CCCC3)CN1CCN(c2ccccc2)CC1 (stereo not drawn)	-1
O=C(CSc1nc2c(cnn2-c2ccc(Cl)cc2)c(=O)[nH]1)NC1CCCCC1	-29
CCCN1CC23C=CC(O2)C(C(=O)O)C3C1=O (stereo not drawn)	1
Cc1ccc(N(C(=O)C2CCCO2)C2C=CS(=O)(=O)C2)cc1Cl (stereo not drawn)	-3
CCn1c(SCC(=O)Nc2ccc3c(c2)c2ccccc2n3CC)nnc1-c1cnccn1	-20
SMILES	14-3-3 PPI
CCCCn1c(CN2CCN(c3ccccc3)CC2)nc2c1c(=O)n(C)c(=O)n2C	-3
O=C(O)c1cc2c3c(c1)C1C=CCC1C(c1cccc([N+](=O)[O-])c1)N3CC1CC=CC21 (stereo not drawn)	-57
CCOC(=O)c1c(NC(=O)Nc2cccc(Cl)c2)sc(C)c1C	-2
COC(=O)c1c(C(C)(C)C)oc2c1cc(NS(=O)(=O)c1cccs1)c1ccccc12	-29
COc1cccc(C(=O)Nc2cc3ccccc3cc2NC(=O)c2cccc(OC)c2)c1	5
O=c1c2ccccc2n(Cc2ccccc2Cl)c(=O)n1C1CCCC1	-2
COc1ccccc1OCC(=O)Nc1ccncc1	-3
O=C(Nc1cccc([N+](=O)[O-])c1)C(Cc1ccccc1)N1C(=O)C2C3c4ccccc4C(c4ccccc43)C2C1=O (stereo not drawn)	8
Cc1cc(C(C)(C)C)c(=O)c(C(C)(C)C)cc1Br	-10
CCn1c(SCC(=O)c2ccc(Cl)cc2)nnc1C(C)C	-2
CC(=O)NC1=CC(=O)c2nonc2C1=O	-10
Cc1cc(C)c(C#N)c(Oc2cccc(NC(=O)CC(C)C)c2)n1	-3
O=C(Nc1cc(C(F)(F)F)ccc1N1CCOCC1)c1ccc2ccccc2n1	-6
CCOc1ccc(C2Nc3cc(C)c(C)cc3NC3=C2C(=O)CC(C)(C)C3)cc1 (stereo not drawn)	-2
CCOc1ccc(Sc2cc(C(=O)NCC3CCCO3)c3ccccc3n2)cc1 (stereo not drawn)	-3
CCn1c(=O)c2c(n3cnnc13)-c1ccccc1CC21CCCCC1	7
COc1cccc(C(=O)c2sc(NC(C)C)nc2N)c1	-3
O=C(CC1Sc2ccccc2NC1=O)Nc1ccc(C(F)(F)F)cc1 (stereo not drawn)	-2
CCOC(=O)c1c(NC(=O)c2sc3nc(N)c(C#N)cc3c2N)sc2c1CCC2	-69
C=Cc1ccc(COc2cc3c(C(=O)OCCOC)c(C)oc3cc2Br)cc1	3
Cc1nc2ccc3nc(NC(=O)C4COc5ccccc5O4)sc3c2s1 (stereo not drawn)	-11
O=C(O)CCCN1CCS(=O)CC1	-18
CCOC(C#CCN(CC)CC)(c1ccccc1)c1ccccc1	10
CCOC(=O)c1cc2c(=O)n3ccccc3nc2n(CC(C)C)c1=NC(=O)c1cc(OC)cc(OC)c1	-13
CCOCCCNCC(=O)NC1(C)C2CCC(C2)C1(C)C (stereo not drawn)	1

Reprinted from above, 17 compounds:
SMILES	14-3-3 PPI
CCCCn1c(CN2CCN(c3ccccc3)CC2)nc2c1c(=O)n(C)c(=O)n2C	-3
O=C(O)c1cc2c3c(c1)C1C=CCC1C(c1cccc([N+](=O)[O-])c1)N3CC1CC=CC21 (stereo not drawn)	-57
CCOC(=O)c1c(NC(=O)Nc2cccc(Cl)c2)sc(C)c1C	-2
COC(=O)c1c(C(C)(C)C)oc2c1cc(NS(=O)(=O)c1cccs1)c1ccccc12	-29
COc1cccc(C(=O)Nc2cc3ccccc3cc2NC(=O)c2cccc(OC)c2)c1	5
O=c1c2ccccc2n(Cc2ccccc2Cl)c(=O)n1C1CCCC1	-2
COc1ccccc1OCC(=O)Nc1ccncc1	-3
O=C(Nc1cccc([N+](=O)[O-])c1)C(Cc1ccccc1)N1C(=O)C2C3c4ccccc4C(c4ccccc43)C2C1=O (stereo not drawn)	8
Cc1cc(C(C)(C)C)c(=O)c(C(C)(C)C)cc1Br	-10
CCn1c(SCC(=O)c2ccc(Cl)cc2)nnc1C(C)C	-2
CC(=O)NC1=CC(=O)c2nonc2C1=O	-10
Cc1cc(C)c(C#N)c(Oc2cccc(NC(=O)CC(C)C)c2)n1	-3
O=C(Nc1cc(C(F)(F)F)ccc1N1CCOCC1)c1ccc2ccccc2n1	-6
CCOc1ccc(C2Nc3cc(C)c(C)cc3NC3=C2C(=O)CC(C)(C)C3)cc1 (stereo not drawn)	-2
CCOc1ccc(Sc2cc(C(=O)NCC3CCCO3)c3ccccc3n2)cc1 (stereo not drawn)	-3
CCn1c(=O)c2c(n3cnnc13)-c1ccccc1CC21CCCCC1	7
COc1cccc(C(=O)c2sc(NC(C)C)nc2N)c1	-3

(list continues)
SMILES	14-3-3 PPI
CC(C)c1ccc(C(=O)Nc2ccc3oc(-c4cccnc4)nc3c2)cc1	-96
CCOc1ccccc1NC(=O)c1cc(S(=O)(=O)NC2CCCC2)ccc1F	-3
CC1CCN(S(=O)(=O)N2CCC(C(=O)N3CCC(Cc4ccccc4)CC3)CC2)CC1	6
COc1ccccc1N1CCN(C(=O)c2ccc3nc4ccccc4c(=O)n3c2)CC1	3
CC(C)c1ccc(-c2c(C#N)c(N)nc3sc(C(=O)Nc4ccc(Br)cc4)c(N)c23)cc1	0
O=C1CC(c2ccccc2Cl)c2cc3c(cc2N1)OCO3 (stereo not drawn)	9
Cc1ccccc1NC(=O)c1c(NC(=O)C(C)Oc2cccc(Cl)c2)sc2c1CCCC2 (stereo not drawn)	-13
COc1cc(-n2c(=O)c3ccccc3n(CC(=O)Nc3ccc(C(C)C)cc3)c2=O)cc(OC)c1OC	-9
Cc1noc(C)c1S(=O)(=O)N(CC(=O)N(C)c1ccc(Br)cc1)c1ccc2c(c1)OCO2	0
CC(=O)N1CCc2cc(S(=O)(=O)NCCC(=O)Nc3ccc(C)cc3C)ccc21	-8
COc1cccc2cc(CC(=O)c3ccc(C)cc3)c(=O)oc12	-7
CCCCc1cc(=O)oc2cc(OCC(=O)N(CC)CC)c(Cl)cc12	-5
CCc1cc(=O)oc2cc(OCC(=O)N3CCc4ccccc43)ccc12	-9
CCOC(=O)c1c(NC(=O)COc2ccc(C)cc2Br)sc2c1CCC(C)C2 (stereo not drawn)	-2
O=C(NCCC1=CCCCC1)c1ccc2c(=O)n(Cc3cccc(Br)c3)c(=S)[nH]c2c1	-10
COc1ccc(C=Nc2ccc(-c3nc4ccccc4s3)cc2)cc1OC	-5
COc1ccccc1N(CC(=O)Nc1cc(C)ccc1C)S(C)(=O)=O	-4
O=C(NCCO)c1ccc2[nH]c3ccccc3c2c1	-21
COc1ccc(OC)c(-n2c(=S)[nH]c3cc(C(=O)N4CCN(c5ccccc5)CC4)ccc3c2=O)c1	-1
CCCOc1ccc(CSc2n[nH]c(C)n2)cc1	-1

Source: PubChem BioAssay (Emory University Molecular Libraries Screening Center)

Not all compounds are listed. The share of hits here may be higher or lower than overall.
